NCI-60 one-dose screen, 48 h, at 10 µM unless noted. Numbers give growth in % (100 = growth as untreated, 0 = no growth, -100 = all killed).
SF-295: SF-295 CNS cancer cells. 79,000 tested, 5.6% active. AID 1794758
SNB-19: SNB-19 CNS cancer cells; 81,000 tested, 2.5% active
SF-268: SF-268 CNS cancer cells. 82,000 tested, 3.1% active. AID 1794759
NCI-H23: NCI-H23 lung cancer; 80,000 tested, 4% active; AID 1794731
U251: U251 CNS tumor cells. 80,000 tested, 5.4% active. AID 1794753
SF-539: SF-539 CNS cancer | 81,000 tested, 6.8% active | AID 1794752
A498: A498 renal cancer cells | 76,000 tested, 5.4% active
CAKI-1: CAKI-1 renal cancer | 75,000 tested, 4.7% active
SNB-75: SNB-75 CNS cancer | 79,000 tested, 5% active
* hit, by the source's call; x = no result given; & = joins results of further samples; [ ] = remark or other dose. How the source made its calls: active means growth percent below 10; inactive means the rest. Rows are unselected (roughly 10% active in at least one column).

SMILES	SF-295	SNB-19	SF-268	NCI-H23	U251	SF-539	A498	CAKI-1	SNB-75
O=c1ccccc(-c2ccc(-c3ccco3)cc2)c1O	21	19	11	19	8.2*	-2.4*	39	x	39
COc1ccc2nc(C#N)sc2c1	106[100 µM]	100[100 µM]	105[100 µM]	103[100 µM]	99[100 µM]	99[100 µM]	91[100 µM]	96[100 µM]	93[100 µM]
O=c1c2c(nc3cc(-c4ccccc4)[nH]n13)CCCC2	93	105	102	101	101	106	91	95	98
CCC(=O)c1cc(C(=O)OC)c2c3ccccc3c3ccccc3n12	92	101	114	92	100	102	148	70	101
CC(=O)OCCCCCCl	91	104	104	108	91	94	84	86	76
COc1cc2c(cc1OC)-c1ccc3cc4c(cc3c1N(CCn1ccnc1)C2)OCO4	63	60	80	94	43	76	67	x	86
N#COc1ccc(-c2ccccc2)cc1	101	x	97	103	109	88	104	83	142
C=CCSc1n[nH]c(-c2cccs2)n1	106	103	111	104	99	98	101	x	x
COc1ccc(Nn2c(SCC(=O)Nc3nc(-c4ccc(Cl)cc4)cs3)nc(C)c2C)cc1	44	79	66	32	44	79	69	34	46
COc1ccc2[nH]cc(-c3nc(N)nnc3-c3cn(C)c4ccc(Br)cc34)c2c1	20	30	39	44	20	18	-1.7*	29	-4.1*
O=c1oc2ccccc2nc1/C=C(\O)c1ccncc1	x	101	105	99	110	103	x	109	91
N=C(N)c1ccc(-c2ccc(-c3cncc4ccccc34)s2)s1	-81*	-55*	-72*	-53*	-93*	-78*	70	-91*	-96*
CCCCCCCCCCNC(=O)CCl	102	x	82	47	70	84	86	-59*	45
CCOC(=O)C(=CNc1cnc(Nc2ccc(N3CCOCC3)cc2)nc1Oc1ccc(OC)cc1)C(=O)OCC	76	42	70	68	-19*	25	42	25	-14*
COc1cc(C2NC(=S)NC(C)=C2C(=O)OC(C)C)ccc1O (stereo not given)	96	93	96	97	95	100	114	94	81
N#C/C(=C1C=C(Br)/C(=N\O)C=C\1Cl)c1ccc(Cl)cc1	107	102	96	87	87	110	84	81	90
Nc1ccc(-n2c(=O)oc3ccc(Cl)cc3c2=O)c(Cl)c1	-58*	16	3.9*	-4.3*	-8.8*	-5.4*	-67*	-21*	-41*
COc1cc(-n2cc(C#N)c(N)c2C(C)=O)cc(OC)c1OC	107	102	105	x	100	98	103	92	71
CCc1ccc([C@@H]2CN(C)[C@]3(C(=O)NC4C=CC=C[C@H]43)[C@@]23NC(=S)N(c2ccc(F)c(Cl)c2)C3=O)cc1 (stereo not given in full)	99	106	98	98	85	100	102	x	97
CCNc1nc(NC(C)C)nc(-c2ccncc2)n1	93	97	113	114	x	93	108	102	82
CCOC(=O)Nc1on[n+](-c2ccccc2)c1-c1ccccc1	x	123	106	100	101	91	99	x	102
O=C(O)c1cn(C2CC2)c2cc(N3CCN(C(=O)c4cc(-c5ccc(Cl)cc5)nc5ccccc45)CC3)c(F)cc2c1=O	91	86	89	82	96	94	74	60	77
CCOc1ccc(Nc2nc(SC)ncc2SC)cc1	97	97	104	95	90	94	70	77	94
CCCCn1cnc2c(=S)nc(N)[nH]c21	103	104	97	106	101	105	112	62	101
CCOC(=O)c1c(NC(=O)c2cc(-c3ccc(C)cc3)oc2C)sc(C)c1C	100	103	98	101	107	102	112	94	91
C/C=C(/C)C(=O)OC1C=C(CO)C(=O)C(OC(=O)C(C)(O)C(C)Cl)C1C(C)C (stereo not given)	-41*	-1.7*	10	-50*	-50*	-44*	-75*	-45*	20
Cc1c(C(=O)NNC(=O)c2ccc(Cl)cc2)nnn1-c1ccc([N+](=O)[O-])cc1	89	88	83	93	98	94	98	75	73
CCO/C=N/C1=C(C#N)C(c2ccc(OC)cc2)c2c(c3cc(C)ccc3[nH]c2=O)O1 (stereo not given)	99	96	98	96	106	90	83	84	88
COc1ccc(-c2cc(-c3ccc(C)cc3)nc(NC(=O)c3cccnc3)n2)cc1	102	89	98	106	99	98	104	104	97
CCCCCCCCn1ncc2c(Nc3cccc(Br)c3)ncnc21	97	98	101	x	105	105	79	80	93

14 structures already listed, arranged by formula weight, rising.
SMILES	SF-295	SNB-19	SF-268	NCI-H23	U251	SF-539	A498	CAKI-1	SNB-75
CCCCn1cnc2c(=S)nc(N)[nH]c21	103	104	97	106	101	105	112	62	101
CCNc1nc(NC(C)C)nc(-c2ccncc2)n1	93	97	113	114	x	93	108	102	82
COc1cc(-n2cc(C#N)c(N)c2C(C)=O)cc(OC)c1OC	107	102	105	x	100	98	103	92	71
Nc1ccc(-n2c(=O)oc3ccc(Cl)cc3c2=O)c(Cl)c1	-58*	16	3.9*	-4.3*	-8.8*	-5.4*	-67*	-21*	-41*
COc1cc(C2NC(=S)NC(C)=C2C(=O)OC(C)C)ccc1O (stereo not given)	96	93	96	97	95	100	114	94	81
N#C/C(=C1C=C(Br)/C(=N\O)C=C\1Cl)c1ccc(Cl)cc1	107	102	96	87	87	110	84	81	90
COc1ccc(-c2cc(-c3ccc(C)cc3)nc(NC(=O)c3cccnc3)n2)cc1	102	89	98	106	99	98	104	104	97
Cc1c(C(=O)NNC(=O)c2ccc(Cl)cc2)nnn1-c1ccc([N+](=O)[O-])cc1	89	88	83	93	98	94	98	75	73
CCCCCCCCn1ncc2c(Nc3cccc(Br)c3)ncnc21	97	98	101	x	105	105	79	80	93
CCO/C=N/C1=C(C#N)C(c2ccc(OC)cc2)c2c(c3cc(C)ccc3[nH]c2=O)O1 (stereo not given)	99	96	98	96	106	90	83	84	88
C/C=C(/C)C(=O)OC1C=C(CO)C(=O)C(OC(=O)C(C)(O)C(C)Cl)C1C(C)C (stereo not given)	-41*	-1.7*	10	-50*	-50*	-44*	-75*	-45*	20
CCc1ccc([C@@H]2CN(C)[C@]3(C(=O)NC4C=CC=C[C@H]43)[C@@]23NC(=S)N(c2ccc(F)c(Cl)c2)C3=O)cc1 (stereo not given in full)	99	106	98	98	85	100	102	x	97
CCOC(=O)C(=CNc1cnc(Nc2ccc(N3CCOCC3)cc2)nc1Oc1ccc(OC)cc1)C(=O)OCC	76	42	70	68	-19*	25	42	25	-14*
O=C(O)c1cn(C2CC2)c2cc(N3CCN(C(=O)c4cc(-c5ccc(Cl)cc5)nc5ccccc45)CC3)c(F)cc2c1=O	91	86	89	82	96	94	74	60	77

Later entries
SMILES	SF-295	SNB-19	SF-268	NCI-H23	U251	SF-539	A498	CAKI-1	SNB-75
S=C(c1ccco1)N1CCOCC1	99	97	101	98	100	93	106	97	80
NNc1c2ccccc2nc2ccccc12	x	57	50	47	48	43	49	x	55
Cc1cc2ccccc2c(C(=O)c2ccccc2)c1C	96	92	91	97	87	98	87	x	87
O=C(c1ccccc1)N1CCN(C(=O)c2ccccc2)CC1	102	103	100	96	101	109	90	102	108
Oc1ccc(Cc2ccc(O)c(C3CC(c4ccc(Cl)cc4)=NN3)c2)cc1C1CC(c2ccc(Cl)cc2)=NN1 (stereo not given)	-27*	29	30	17	13	41	34	-49*	36
COc1ccc(-c2nn(-c3ccccc3)cc2/C=C2\SC(=Nc3ccc(C)cc3)NC2=O)cc1	97	94	96	98	88	25	90	99	97
COc1ccc2cc(O)ccc2c1	95	103	109	104	105	93	111	89	82
NC(=O)c1cccc(-n2ccc3cc(NC(=O)c4cc(C(F)(F)F)cc(C(F)(F)F)c4)ccc32)n1	85	71	95	97	95	93	90	79	60
CCCCC1(c2ccc(O)cc2)NC(=O)NC1=O (stereo not given)	97	102	110	103	98	94	107	103	93
Cn1c(=O)c2nc(SCc3ccccc3)n(C)c2n(C)c1=O	117	89	106	108	101	101	77	119	104
COc1cccc(/C=C/C(=O)/C=C(O)/C=C/c2cccc(OC)c2OC)c1OC	99	91	96	100	97	96	99	90	79
N#Cc1c(-c2ccccc2Cl)cc(-c2ccc(Br)s2)[nH]c1=O	104	101	101	96	107	103	x	94	104
CCCCCCCCn1cc[n+](C)c1	101	92	96	62	80	71	101	67	84
COc1ccc2[nH]cc(-c3nnc(N)nc3-c3c[nH]c4ccc(OC)cc34)c2c1	105	101	102	106	104	100	122	82	97
COc1ccc(-c2nn(-c3ccccc3)cc2/C=C/C(=O)C(=O)O)cc1	91	97	95	112	90	92	110	64	114
NC(N)=N/N=C/c1ccc(Br)cc1	48	36	62	56	25	62	45	27	34
C=C(C)[C@@H]1CC[C@]2(C(=O)NCCCCCN(CCC#N)CCC#N)CC[C@]3(C)[C@H](CC[C@@H]4[C@@]5(C)CCC(=O)C(C)(C)[C@@H]5CC[C@]43C)[C@@H]12	100	107	81	95	115	101	49	61	62
CCCCCCCC(CO)CCCCC (stereo not given)	x	111	106	105	103	106	113	100	102
O=C1c2cccc3c(-c4ccc(-c5nc6c7ccccc7c7ccccc7c6[nH]5)cc4)ccc(c23)C(=O)N1C1CCCCC1	95	97	101	102	90	95	107	95	108
C=C(C)COC(=O)c1c(C)cc(C)cc1C	108	110	98	102	92	99	113	104	88
COc1cc(C2C=C(C(=O)O)Nc3nc(SC)[nH]c(=O)c32)cc(OC)c1OC (stereo not given)	96	107	108	99	103	105	114	94	81
Cc1ccc(S(=O)(=O)NCCCNc2nccc(-c3c(-c4ccccc4)nc4occn34)n2)cc1	92	103	93	94	88	102	87	83	89
C/C=C/C(=O)N(CC)c1ccccc1	105	103	100	102	102	103	x	105	107
Cc1ccc(-n2cnc3c(Nc4ccccn4)nc(Cl)nc32)c(C)c1	100	96	95	99	101	98	97	94	91
C#CCOc1cccc(Nc2ncnc3ccc(NC(=O)C=C)cc23)c1	66	48	40	65	46	32	33	10	27
CCCCCNCCOC(=O)c1ccc(N)cc1	x	105	112	113	98	100	101	101	91
COC1CC(O)C2OC(c3ccccc3)OCC2O1 (stereo not given)	110	100	99	95	93	107	89	102	100
COc1cc2c(cc1OC)-c1ccc3cc4c(cc3c1N(CCCN(C)C)C2)OCO4	43	25	34	49	18	40	8.3*	x	44
[O-]/[N+](=C\c1ccccc1)c1ccccc1	99	110	104	101	103	102	76	97	97
C=CCn1c(SCC(=O)Nc2cccc(C(=O)/C=C/c3ccc(Cl)cc3)c2)nc2ccccc2c1=O	95	87	87	92	91	86	78	77	72
O=c1cc(N2CCOCC2)oc2cc(-c3cc4ccccc4o3)ccc12	91	90	83	93	84	89	78	81	79
CC(=O)Nc1nc(C)c(C(=O)NN)s1	133	94	95	103	92	91	106	125	89
COc1ccc(-c2cc(-c3cccnc3)nc3sc4c(=O)[nH]nnc4c23)cc1OC	111	x	89	99	91	90	84	80	72
O=[N+]([O-])c1ccccc1Nc1ccccc1[N+](=O)[O-]	100&111	100&92	110&99	100&108	100&98	108&103	87&112	89&105	95
CN[C@@H]1C(O)[C@@H](O[C@@H]2[C@@H](O)[C@H](O[C@H]3OC(CN)=CC[C@H]3N)[C@@H](N)C[C@H]2N)OC[C@]1(C)O (stereo not given in full)	115	112	115	104	112	x	135	110	108
CC(=O)c1c2c(n3ccccc13)C(=O)c1ccccc1C2=O	100	98	96	83	94	103	86	83	97
C[N+](C)(C/C=C/c1ccccc1)Cc1ccccc1	93	104	90	85	102	94	95	97	88
Cc1nc(N)cc(=O)[nH]1	106	103	100	100	100	98	102	96	88
O=C(O)c1ccc[n+](CC(=O)N2CCN(c3cc4c(cc3F)c(=O)c(C(=O)O)cn4C3CC3)CC2)c1	116	87	70	88	75	69	98	93	79
C[N+]1=C(/C=C/c2ccc(O)c3ncccc23)C(C)(C)c2ccccc21	73	28	82	80	17	26	101	26	31
Cc1ccc(N2CCN(C(=O)c3c(-c4ccccc4)nnc4ccccc34)CC2)c(C)c1	92	102	93	85	97	95	111	78	88
Cc1c(C)c2ccc3c(c2oc1=O)N=C(c1ccccc1)CO3	97	95	96	94	x	92	100	95	89
C=CCOc1ccc(/C(Cl)=N/N=C(\Cl)c2cc(OC)c(OC)c(OC)c2)cc1	88	81	86	65	73	89	77	x	104
COc1ccc(-c2c(N)cnc(C(=O)O)c2C)c(OCc2ccccc2)c1OC	94	92	103	106	104	92	97	33	114
CC(C)(C)Nc1c(-c2c(O)c3ccccc3oc2=O)nc2ccc(Cl)cn12	100	94	95	98	98	x	100	98	97
CCCN(CCC)C1N=C(C)Nc2c1sc(=S)n2-c1ccc(OC)cc1OC (stereo not given)	93	85	85	90	83	100	98	93	x
Cc1nn(-c2nc(-c3ccccc3)c(C#N)c(=O)n2C)c(C)c1N=Nc1ccc(C(=O)O)cc1	255	97	87	86	100	100	153	138	67
Nc1ccc(-c2ccc3nc4c(=O)[nH]nc(-c5cccc(C(F)(F)F)c5)c4n3c2)cn1	105	x	91	100	94	101	100	93	85
CCN1C(=O)N(CC)C2SC(N/N=C/c3cccs3)=NC21 (stereo not given)	17	26	36	26	10	-9.7*	-23*	27	51
CC(=O)Cn1cc(-c2ccccc2)nn1	109	101	105	105	95	103	96	110	110
Other structures.
SMILES	SF-295	SNB-19	SF-268	NCI-H23	U251	SF-539	A498	CAKI-1	SNB-75
Cc1ccc2oc(=O)cc(Cn3c4ccc(Cl)cc4c4ccc([C@@H](C)C(=O)O)cc43)c2c1	100	92	96	94	102	95	94	x	90
N#Cc1c(-c2ccc(Cl)cc2)cc(-c2ccccc2)n(Cc2ccccc2)c1=O	95	99	106	103	109	100	115	92	71
C[C@H](CCC(=O)O)[C@H]1CC[C@H]2[C@@H]3[C@H](O)C[C@@H]4C[C@H](O)CC[C@]4(C)[C@H]3C[C@H](O)[C@]12C	123	95	104	95	101	95	115	82	97
O=C(O)C1CCc2nc(NCc3ccccc3)nc(NCc3ccccc3)c2C1 (stereo not given)	133	103	108	103	103	107	x	103	78
Cc1cc(C)n(C(=O)c2nn(-c3ccc(Cl)cc3)cc2O)n1	-4.1*	26	40	9.4*	19	39	56	78	30
OC1CC(c2ccccc2)C1(c1ccccc1)c1ccccc1 (stereo not given)	97	99	105	104	95	105	90	85	77
O=C(OCc1ccc2c(Cl)cc(Cl)c(O)c2n1)OCc1ccc2c(Cl)cc(Cl)c(O)c2n1	61	69	75	85	63	101	107	85	92
CCCc1cc2c(cc1NC(=O)C1C(C=C(C)C)C1(C)C)OCO2 (stereo not given)	91	90	89	92	94	99	88	x	92
CCOC(=O)c1c2c(n3ccc(NC(=O)CCN(CC)CC)cc13)C(=O)c1ncccc1C2=O	38	53	42	0.0*	53	x	47	23	33
